ARNT TACC3 PPI = disruptors of ARNT/TACC3 protein interaction, primary screen, biochemical, AlphaScreen, single concentration | AlphaScreen His-ARNT PAS-B/GST-TACC3 binding, luminescence; TACC3 fragment carries E629A point mutation | inhibition, % at 9.99 µM | 0.66% of 390,000 active | AID 623870, 2012;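 active = mean inhibition of replicates at least 50% and at least half of replicates each reaching 50%; inconclusive = half or more replicates reach 50% but mean below 50%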;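 also: 0% = complete ARNT plus TACC3 wells and 100% = ARNT alone without TACC3; many hits fall short of the cut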
XiGFP reactiv = activators of inactive X chromosome reactivation, primary screen, imaging, XiGFP fibroblasts, GFP high-content imaging, set 2. XiGFP mouse fibroblasts, % GFP-positive cells imaging, 3 d; cells co-treated with 5-aza-dC sensitizer; scaled so ellipticine positive control = 100%. activation, % at 7.58 µM. 0.055% of 360,000 active. AID 743238, 2013;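 active = mean normalized replicate activation at least 10% and every replicate at or above 10%; inconclusive = only one of the two criteria met; inactive = mean below 10% and not all replicates reach 10%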;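 also: 0% = median of on-plate neutral control wells and 100% = ellipticine 6 µM median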
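System: XiGFP fibroblasts, SV40-immortalized. Medium: DMEM plus 5-aza-dC sensitizer. Doses: single point. Timing: 3 d treatment, 15 min room-temperature fixation. Control set: ellipticine 6 µM.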
PAX8 reporter = inhibitors of PAX8-driven TPO luciferase reporter, primary screen, RMG-I cells, single concentration; SteadyGlo, 24 h; inhibition, % at 12.6 µM; 1.2% of 360,000 active;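 active = mean replicate inhibition at least 60% with every replicate also reaching 60%; inconclusive = only one of the two criteria is met; inactive = mean below 60% and not all replicates reaching 60%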;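 also: luciferase light reporting Pax8 driven TPO promoter activity; plate controls were median of neutral control wells for no effect and mitoxantrone controls for full effect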
ERp5 block = inhibitors of ERp5-driven insulin aggregation, primary screen, biochemical, turbidity, absorbance 650 nm, single point; Protein disulfide-isomerase A6 (Homo sapiens), Q15084; 90 min; inhibition, % at 9.99 µM; 0.05% of 350,000 active;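 active = mean replicate inhibition above about 25%, with every replicate also reaching it, limit read from the data, passing the limit was not always enough; inconclusive = only one of those two criteria met; inactive = neither criterion met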
Target sequence (Q15084 whole entry, looked up): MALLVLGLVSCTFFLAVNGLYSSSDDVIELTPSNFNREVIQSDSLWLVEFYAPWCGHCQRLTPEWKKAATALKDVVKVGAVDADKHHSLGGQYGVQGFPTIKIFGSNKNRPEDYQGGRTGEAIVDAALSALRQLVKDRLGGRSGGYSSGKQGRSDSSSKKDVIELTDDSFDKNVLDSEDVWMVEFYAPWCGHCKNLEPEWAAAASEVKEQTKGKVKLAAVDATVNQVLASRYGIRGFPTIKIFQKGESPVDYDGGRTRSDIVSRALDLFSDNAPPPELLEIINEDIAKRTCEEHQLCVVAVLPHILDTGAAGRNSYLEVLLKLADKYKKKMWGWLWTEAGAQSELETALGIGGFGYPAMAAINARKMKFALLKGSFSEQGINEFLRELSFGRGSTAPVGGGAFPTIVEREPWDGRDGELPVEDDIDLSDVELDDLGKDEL
DENV2 CPE rescue = inhibitors of DENV2 cytopathic effect, primary screen, cell-based, plate reader, single concentration; DENV2-infected cells, cytopathic effect rescue; 1.7% of 350,000 active; AID 651640, 2012; CPE inhibition, % at 9.99 µM; in the data active = CPE inhibition above about 20%, passing the limit was not always enough; inconclusive = no clear call, values can overlap the other calls; tested in BHK-21 cells;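 also: 0% = median of neutral control wells and 100% = median of positive control wells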
EWS-Fli block = EWS/Fli-driven NR0B1 reporter inhibitors, primary screen, A673 cells, NR0B1 luciferase, luminescence, MLPCN library; viability-normalised; inhibition, % at 12.6 µM; 0.67% of 350,000 active;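 active = mean inhibition of at least 50% after viability correction, with every replicate also passing that limit; inconclusive = mean reaches 50% but only one of two replicates passes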;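 also: firefly luciferase signal divided by Alamar Blue viability fluorescence both relative to DMSO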
GSIS activator = GLuc luminescence reporter in INS-1E cells, primary screen for activators of glucose-dependent secretion of insulin. 0.61% of 370,000 active. activation, % at 16.6 µM. AID 743287, 2014. INS-1E GLuc reporter insulin secretion, 2-3 h;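 active = lowest replicate activation of at least 40%, so every replicate reaches that level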;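 also: 0% = median of neutral control wells and 100% = median of IBMX positive control wells; some compounds called inactive have numbers as strong as hits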
CFTR F508del cor = F508del CFTR correction, initial screen, CFBE line, single point | activity (quench increase), % at 7.58 µM | CFBE cells, YFP halide quenching; stimulated with forskolin plus potentiator P3; % fluorescence drop versus neutral controls | AID 720511, 2013 | 0.36% of 350,000 active;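 active = mean added fluorescence quench of at least 8% versus neutral control, with both replicates also reaching 8%; inconclusive = only one of the mean or replicate conditions met; inactive = mean below 8% and not both replicates reaching 8%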;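 also: cells transiently co-express mutant CFTR-F508del with the halide-sensitive YFP; corrector assay measuring rescue of mutant channel to the surface after 24 h compound exposure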
* marks the source's active call; other numbers are inactive results; ? = inconclusive; . = no result given. Hits appear at their usual frequency; about 4.2% have a hit in one of these screens.

Molecule	DENV2 CPE rescue	CFTR F508del cor	ARNT TACC3 PPI	GSIS activator	XiGFP reactiv	PAX8 reporter	EWS-Fli block	ERp5 block
CCC(=O)Nc1nnc(S(=O)(=O)N(C)Cc2ccco2)s1	2.1	-1.3	-5.1	-19.3	0.0	-6.6	1.9	-2.6
Fc1ccc(-c2ccc(CNCc3ccccn3)o2)cc1	-3.3	-3.4	61.4*	19.3	0.2	24.5	-34.6	-7.0
C[C@H](CO)N1C[C@H](C)[C@H](CN(C)S(=O)(=O)c2cccs2)OCCCC[C@H](C)Oc2ccc(NC(=O)c3ccccc3)cc2C1=O	2.8	-3.9	1.9	-8.0	0.1	0.4	6.0	.
C[C@H](CO)N1C[C@H](C)[C@@H](CN(C)C(=O)Nc2ccc(F)cc2)Oc2ccc(NS(=O)(=O)c3cccs3)cc2C1=O	0.5	-1.8	-15.9	18.7	-0.1	.	-9.1	-3.7
CC(C)CC(=O)/C(=C/c1ccc(N(C)C)cc1)n1cncn1	0.7	-2.9	-3.0	-0.3	0.0	-6.3	-1.4	-0.7
C[C@H](CO)N1C[C@H](C)[C@H](CN(C)C(=O)Nc2ccc3c(c2)OCO3)Oc2c(NC(=O)C3CCCCC3)cccc2C1=O	3.7	-2.0	4.1	-9.9	-0.9	9.6	-9.2	0.2
O=C(c1ccc(F)cc1)N1CCCCN2[C@@H](CO)[C@H](c3ccc(-c4ccc(F)cc4)cc3)[C@@H]2C1	-3.8	-1.5	9.6	.	.	4.9	-9.6	4.0
CCOc1ccc(NC(=S)NCc2cccnc2)cc1	-2.1	-0.6	6.1	11.4	0.0	-1.4	-3.3	-3.6
C[C@@H]1CN([C@H](C)CO)C(=O)c2cccc(NC(=O)NC3CCCCC3)c2O[C@H]1CN(C)Cc1ccc(C(F)(F)F)cc1	0.7	-0.5	4.9	-5.4	0.0	.	4.2	3.4
CN1c2ccc(-c3cccc(F)c3)cc2[C@H]2[C@H](CCN2C(=O)c2ccccc2F)[C@H]1CO	69.4*	2.3	2.1	5.1	0.1	18.7	0.7	-3.8
CCn1nc(C(C)C)cc1C(=O)N1CCCC(CO)(Cc2ccc(F)cc2F)C1 (stereo not drawn)	-7.3	0.9	13.3	-1.0	0.0	-2.8	4.8	-3.3
Cc1ccc(S(=O)(=O)N(C)C[C@@H]2Oc3c(NC(=O)c4cc(C)nn4C)cccc3C(=O)N([C@H](C)CO)C[C@@H]2C)cc1	-3.7	0.6	-4.1	31.2	-0.7	23.6	-2.0	3.4
CC(C)Cn1c(=O)n(C)c(=O)c2[nH]cnc21	-3.8	-2.4	-3.2	73.5*	0.4	4.0	-2.7	-4.8
CCOC(=O)/C(C#N)=C/c1cn(CCC(=O)O)nc1-c1cccc(Br)c1	-0.2	0.6	2.8	-10.3	-0.5	-9.3	12.3	0.0
CCN(CC(=O)NCc1ccc(Cl)cc1)C(=O)/C=C/c1ccccc1	2.3	-3.6	0.5	-26.1	0.4	3.3	-0.1	1.3
CCOc1ccc(CCNC(=O)C2CCCN2C(=O)OCc2ccccc2)cc1OCC (stereo not drawn)	-5.1	0.8	27.8	3.2	0.0	21.4	2.3	-2.0
COc1ccc(S(=O)(=O)NC(CC(=O)NCCc2ccc(OC)c(OC)c2)C(C)C)cc1 (stereo not drawn)	4.3	4.3	2.9	-7.9	0.2	-0.9	-7.0	-1.5
N#C/C(=C\c1ccc(O)c(Br)c1)C(=O)N1CCCCC1	-2.1	-4.1	-2.2	-20.2	0.0	-9.3	8.0	-2.4
COc1ccc(CNC(=O)C[C@H]2C=C[C@H](NS(=O)(=O)c3cccc(OC)c3)[C@H](CO)O2)cc1	1.0	-0.1	.	.	0.0	.	2.8	0.3
COC(=O)[C@]12CCCCC=C1N(Cc1ccccc1)C(=O)[C@H](CC(=O)NCC1CCCCC1)C2	1.0	1.6	.	4.0	0.0	-9.5	-0.5	2.5
Cc1ccc(NC(=O)OC(C)N2CCCCC2)cc1NC(=O)OC(C)N1CCCCC1 (stereo not drawn)	-3.9	-1.1	18.0	.	-0.1	-0.9	-16.1	-9.8
O=C(CCC(=O)c1cccs1)OCc1ccc([N+](=O)[O-])cc1	1.9	1.5	5.0	-1.2	-0.1	6.8	-5.2	-13.3
CN(CC(=O)Nc1ccc(F)cc1)C(=O)CCc1ccccc1	11.0	-2.1	.	7.7	0.0	7.7	0.5	-0.9
Cc1cccc(-n2ncc3c(Nc4ccc(F)cc4)ncnc32)c1	2.5	2.4	1.7	.	0.2	-140.5	-137.0	0.3
Cc1ccc(-c2nn(-c3cc(Cl)ccc3[N+](=O)[O-])c(=O)c3ccccc23)cc1	-4.3	-0.6	-15.5	-4.1	.	.	-0.1	4.2
CN1[C@H](C(=O)NCCc2ccccc2)[C@@H](CO)[C@@H]2Cn3c(cccc3=O)[C@@H]21	-5.4	-0.6	-1.4	8.3	0.3	-2.7	0.8	2.5
COc1ccc(/C=N/n2c(COc3ccccc3)n[nH]c2=S)cc1OC	1.6	-2.9	1.0	-32.7	-0.1	5.9	2.0	-3.8
CCc1ccc2oc(C(=O)NC3CCS(=O)(=O)C3)cc(=O)c2c1 (stereo not drawn)	-4.8	2.1	-0.9	14.7	0.2	2.1	-6.1	7.1
COc1ccccc1CNC(=O)C[C@@H]1CC[C@@H](NC(C)=O)[C@H](CO)O1	0.4	-2.9	-8.9	18.1	-0.5	-35.2	-0.5	-3.8
C[C@@H]1CCCCO[C@H](CN(C)C(=O)c2ccncc2)[C@@H](C)CN([C@@H](C)CO)C(=O)c2cc(NS(C)(=O)=O)ccc2O1	-1.8	0.0	-11.9	5.7	-1.0	.	-1.1	-0.9

Three entries already listed, arranged by their value in ARNT TACC3 PPI, low to high.
SMILES | DENV2 CPE rescue | CFTR F508del cor | ARNT TACC3 PPI | GSIS activator | ERp5 block
C[C@@H]1CCCCO[C@H](CN(C)C(=O)c2ccncc2)[C@@H](C)CN([C@@H](C)CO)C(=O)c2cc(NS(C)(=O)=O)ccc2O1 | -1.8 | 0.0 | -11.9 | 5.7 | -0.9
C[C@@H]1CN([C@H](C)CO)C(=O)c2cccc(NC(=O)NC3CCCCC3)c2O[C@H]1CN(C)Cc1ccc(C(F)(F)F)cc1 | 0.7 | -0.5 | 4.9 | -5.4 | 3.4
O=C(c1ccc(F)cc1)N1CCCCN2[C@@H](CO)[C@H](c3ccc(-c4ccc(F)cc4)cc3)[C@@H]2C1 | -3.8 | -1.5 | 9.6 | . | 4.0

(continued)
Molecule	DENV2 CPE rescue	CFTR F508del cor	ARNT TACC3 PPI	GSIS activator	XiGFP reactiv	PAX8 reporter	EWS-Fli block	ERp5 block
COc1ccc(-c2nc(C#N)c(N3CCCCCC3)o2)cc1OC	6.7	-0.7	26.6	-3.5	.	.	-8.3	1.6
Cc1ccc2c(c1)c1c(n2CC(O)CNC(CO)(CO)CO)CCCC1 (stereo not drawn)	2.1	0.4	2.2	-2.8	-0.1	0.0	-3.8	24.7
Cc1ccccc1Cn1c(NC2CCCC2)nc2c1c(=O)[nH]c(=O)n2C	-1.8	2.7	-8.6	21.9	0.2	-27.7	2.7	-8.6
COC(=O)c1c(-c2ccc(F)cc2)noc1N	6.5	-1.2	-1.1	49.4	.	.	10.5	-3.3
Cn1c(=O)oc2cc(S(=O)(=O)NCCC(=O)N3CCN(c4ccccc4F)CC3)ccc21	-4.4	-3.3	22.5	1.4	0.0	14.2	.	-1.4
COc1c2c(cc3oc(=O)ccc13)OC(C)(C)C=C2	-12.4	1.1	34.7	6.2	.	.	-43.3	-1.8
O=C(c1ccccc1F)N1CCCc2ccccc21	4.3	0.2	-8.0	3.9	-0.1	8.3	-5.5	1.3
C[C@@H]1CN(S(=O)(=O)C(C)(C)C)[C@H](CCO)/C1=C\CCO	-5.1	-1.9	.	0.5	-0.2	-19.0	-10.0	2.3
C[C@@H]1CCCCO[C@@H](CN(C)C(=O)Cc2ccccc2)[C@@H](C)CN([C@@H](C)CO)C(=O)c2cc(NS(=O)(=O)c3ccc(F)cc3)ccc2O1	-6.7	0.4	-2.7	-17.2	0.3	-10.5	64.3*	.
CC(C)c1cc(C(C)C)n2nc(N)nc2n1	0.6	5.5	-11.7	89.4*	0.0	-11.5	-7.0	1.7
COCC(=O)N[C@H]1CC[C@H](CC(=O)N2CCCCC2)O[C@@H]1CO	-12.5	0.8	2.2	-14.2	0.4	-6.3	-2.2	3.2
O=C(NCc1ccccc1)c1cncc(Br)c1	1.6	-3.6	.	15.3	0.1	-8.5	-5.3	9.4
CCn1c(CCc2ccccc2)nnc1SCC(N)=O	0.6	-2.5	-2.5	7.7	0.0	9.2	3.4	-9.1
CCOc1ccccc1NS(=O)(=O)c1csc(C(N)=O)c1	3.7	1.9	-8.7	-0.3	0.0	-14.2	2.5	0.7
COc1ccc(/C=C/c2cc(C(F)(F)F)[nH]c(=O)n2)cc1OC	0.3	-1.8	.	-16.0	0.0	47.3	4.8	0.6
COc1ccccc1CNC(=O)CCn1c(=O)oc2ccccc21	-1.3	-0.4	-1.3	8.3	-0.1	5.5	-6.8	15.8
Nc1ncnc(Oc2cccc3cccnc23)c1[N+](=O)[O-]	-11.5	-4.0	51.4*	0.0	0.2	6.2	6.0	-3.5
C[C@@H]1CN([C@H](C)CO)C(=O)c2cc(C#Cc3ccccn3)cnc2O[C@@H]1CN(C)Cc1cncnc1	4.9	-0.2	3.6	7.0	0.2	-17.1	-3.3	-3.9
Cc1cc(N/N=C/c2ccccc2O)nc(-c2ccccc2O)n1	.	.	-6.5	-37.0	0.0	2.8	.	.
COc1ccc(/C=C(\C#N)C(=O)c2c(C)[nH]c3ccccc23)cc1OC	.	.	1.2	5.2	0.0	-6.1	.	.
C=CC[C@@H](CC(=O)N[C@@H](CO)Cc1ccccc1)C(=O)N[C@H](COC(=O)[C@@H](CC=C)Cc1ccc(F)cc1)Cc1ccccc1	0.6	3.0	1.5	-2.9	0.0	9.1	-5.0	0.4
COc1ccc(/C=C/c2nnc(NC(=O)c3ccco3)s2)cc1	-0.7	-19.3	.	4.1	-0.1	-19.9	0.1	3.3
N#CC(=Cc1ccccn1)c1nc(-c2ccc(Cl)cc2)cs1	-6.8	1.1	.	-1.5	1.1	-18.7	-33.2	?
COc1ccc([C@H]2C[C@H](n3cc(C4CC4)nn3)[C@@H](O)CN2C(=O)C2CCCCC2)cc1	-8.3	-1.8	.	1.4	-0.1	-25.4	-7.1	0.3
CNC[C@H]1OCCCC[C@@H](C)Oc2ccc(NS(=O)(=O)c3ccc(OC)cc3)cc2C(=O)N([C@@H](C)CO)C[C@H]1C	.	-2.8	.	-1.9	0.0	-4.2	5.9	.

Bioassay records as filed in PubChem BioAssay.
